# Screens as filed in PubChem BioAssay.
# PhoP inhibition: inhibitors of PhoP regulon expression, primary screen, Salmonella Typhimurium, GFP reporter (AID 1863). 300,000 compounds, 0.16% hits. inhibition, % at 50 µM, or IC50 in µM where a hit was titrated. S. Typhimurium PhoP-regulated promoter GFP reporter, 4 h; higher % means a stronger effect;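 active = inhibition over 29.93%, a cutoff 3 SD above the screen mean, later confirmed by dose response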;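 also: 0% = low Mg2+ inducing control and 100% = high Mg2+ repressing control; strong numbers were not always called active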
# Active calls of the source: *. The list is partial; rates above refer to the full screens.
Molecule	PhoP inhibition
COc1ccccc1NS(=O)(=O)c1cccc(C(=O)NCC(c2ccco2)N2CCCCC2)c1 (stereo not given)	1%
Cc1cc(NC(=O)C(C)SCC(=O)OC(C)C(=O)Nc2ccc(F)cc2Cl)no1 (stereo not given)	2%
Cc1ccc(S(=O)(=O)N2CCCC2CNC(=O)c2ccccc2)cc1 (stereo not given)	5%
CC[C@]12CCCN3CCc4c(n(c5ccccc45)C(=O)C1)[C@@H]32	-4%
CCOc1ccc(OCCC(=O)N(CCC2=CCCCC2)c2c(N)n(Cc3ccccc3)c(=O)[nH]c2=O)cc1	0%
O=C1Cc2cc(NS(=O)(=O)c3ccc(F)cc3)cc3c2N1CCC3	-1%
CCc1noc(C)c1C(=O)Nc1ccc(Cl)c(S(=O)(=O)N2CCCCC2)c1	-1%
CCOCCn1ccc2c(OCC(=O)NCCc3ccc(OC)c(OC)c3)cccc2c1=O	-2%
CCN(Cc1ccccc1)C(=O)c1ccc2c(=O)n3c(nc2c1)CCC3	-8%
COc1ccc(NC(=O)CN(C)C(=O)c2c(-c3c(F)cccc3Cl)noc2C)cc1	9%

# The final five compounds of the section before are carried over, then new ones follow:
Molecule	PhoP inhibition
O=C1Cc2cc(NS(=O)(=O)c3ccc(F)cc3)cc3c2N1CCC3	-1%
CCc1noc(C)c1C(=O)Nc1ccc(Cl)c(S(=O)(=O)N2CCCCC2)c1	-1%
CCOCCn1ccc2c(OCC(=O)NCCc3ccc(OC)c(OC)c3)cccc2c1=O	-2%
CCN(Cc1ccccc1)C(=O)c1ccc2c(=O)n3c(nc2c1)CCC3	-8%
COc1ccc(NC(=O)CN(C)C(=O)c2c(-c3c(F)cccc3Cl)noc2C)cc1	9%
COc1ccc(CCC(=O)OCC(=O)Nc2ccc3[nH]c(=O)[nH]c3c2)cc1	-4%
O=C(CCNS(=O)(=O)c1ccc(OC(F)(F)F)cc1)N1CCN(S(=O)(=O)c2cccc(F)c2)CC1	-7%
Cc1cc(C)n(CCCNC(=O)CN(C)S(=O)(=O)c2ccc(Cl)cc2)n1	6%
CN(CC(=O)Nc1cccc(F)c1)C(=O)CCc1nc2ccccc2c(=O)[nH]1	-3%
COc1ccc(-c2nnc(SCC(=O)Nc3cccnc3Cl)n2C)cc1	-1%
COc1ccc(C(=O)Oc2ccc(-c3nnco3)cc2)cc1S(=O)(=O)N1CCOCC1	5%
O=C(c1cc(Br)ccc1Cl)N1CCN(c2ccc(N3CCOCC3)nn2)CC1	0%
CCCCn1c(N)c(N(CC(C)C)C(=O)CSc2nnc(-c3ccc(Cl)cc3)o2)c(=O)[nH]c1=O	-1%
CCc1cccc(C)c1NC(=O)COC(=O)Cn1c(C)csc1=O	7%
COc1ccc(/C=C/C(=O)NNC(=O)c2cc(C)oc2C)cc1	-5%

# Three compounds already listed, ordered by the value under PhoP inhibition, falling.
Molecule	PhoP inhibition
O=C(c1cc(Br)ccc1Cl)N1CCN(c2ccc(N3CCOCC3)nn2)CC1	0%
COc1ccc(-c2nnc(SCC(=O)Nc3cccnc3Cl)n2C)cc1	-1%
COc1ccc(CCC(=O)OCC(=O)Nc2ccc3[nH]c(=O)[nH]c3c2)cc1	-4%

# Later entries.
Molecule	PhoP inhibition
CC(=O)N/C(=C\c1ccccc1)C(=O)OC(C)C(=O)N(C)c1ccccc1 (stereo not given)	-5%
Cc1c(C(=O)NC2CC(=O)N(c3ccc4c(c3)OCCO4)C2)cccc1[N+](=O)[O-] (stereo not given)	2%
CC(C)Cn1c(N)c(C(=O)COC(=O)c2cnccn2)c(=O)n(C)c1=O	1%
COc1ccc(C(C)=O)cc1COC(=O)CCNS(=O)(=O)c1ccc(C)c(C)c1	-2%
CCCCNC(=O)c1c(CSc2ccc(Cl)cc2)noc1C(=O)NCCC	8%
COc1ccc(C2=NOC(Cn3nc(C(=O)NCc4ccc(OC(F)(F)F)cc4)cc3-c3ccccc3)C2)cc1 (stereo not given)	9%
CCOC(=O)C1CCN(C(=O)c2cc(CN3C(=O)c4ccccc4C3=O)ccc2OCC)CC1	-2%
CCOC(=O)C1CCCN(S(=O)(=O)c2cc3c4c(c2)CCC(=O)N4CCC3)C1 (stereo not given)	4%
CC1(c2ccccc2)NC(=O)N(CC(=O)Nc2nc(-c3ccccn3)cs2)C1=O (stereo not given)	9%
COc1ccc(S(=O)(=O)N2CCC3(CC2)OCCN3S(=O)(=O)c2ccc(OC)cc2)cc1	-7%

# Following part
Molecule	PhoP inhibition
CC(OC(=O)c1cc(=O)[nH]c2ccccc12)C(=O)Nc1ccccc1F (stereo not given)	-8%
CCOC(=O)c1oc2ccccc2c1COC(=O)CNC(=O)c1ccccc1OC	-2%
Cc1ccc(S(=O)(=O)Nc2cccc(C(=O)NCCCN3CCOCC3)c2)cc1F	-4%
CCCCN(C(=O)CC1CCCC1)c1c(N)n(CC(C)C)c(=O)[nH]c1=O	-2%
Cc1cc(C)n(CC(=O)NC2CCCCC2C)c(=O)c1C#N (stereo not given)	-4%
Cc1cccn2c(=O)nc(SCC(=O)N3CCCC3)nc12	2%
CCC1(c2ccccc2)NC(=O)N(CC(=O)Nc2ccccc2C(=O)NC2CC2)C1=O (stereo not given)	-7%
Cc1ccc(S(=O)(=O)NCC(=O)OC(C)C(=O)c2ccccc2)cc1 (stereo not given)	-9%
CCCn1c(C)cc(/C=C(\C#N)C(=O)OCC(=O)N(C)c2c(N)n(Cc3ccccc3)c(=O)[nH]c2=O)c1C	2%
OCC(O)[C@@H](O[C@H]1O[C@H](CO)[C@@H](O)[C@H](O)[C@H]1O)[C@H](O)[C@@H](O)CO (stereo not given in full)	-8%

# Continuation:
Molecule	PhoP inhibition
O=C1CCc2cc(S(=O)(=O)N3CCN(c4ccc(F)cc4)CC3)cc3c2N1CC3	5%
COc1ccc(OCC(=O)NNC(=O)c2ccccc2OCc2c(C)noc2C)cc1	-6%
COc1ccc(C(=O)COC(=O)c2cc(=O)[nH]c3ccccc23)c(OC)c1	-1%
CCOc1ccc(NS(=O)(=O)c2ccc(C(=O)NCc3ccccn3)cc2)cc1	-6%
O=C1CC2(CCN(S(=O)(=O)c3ccccc3F)CC2)Oc2ccccc21	-7%
NC(=O)N/N=C/c1ccc([N+](=O)[O-])o1	-22%
O=C(c1cc(S(=O)(=O)N2CCN(c3ccccc3)CC2)ccc1Cl)N1CCCCCCC1	-3%
NC(=O)c1cc([N+](=O)[O-])c(Cl)cc1NCc1ccccn1	-1%
Cc1ccc(/C=N/NC(=O)C2COc3ccccc3O2)s1 (stereo not given)	6%
Cc1cc(C(=O)CCC(=O)NCC2COc3ccccc3O2)c(C)s1 (stereo not given)	0%

# (list continues)
Molecule	PhoP inhibition
CCCN(C(=O)c1cc(CC)c(C)s1)c1c(N)n(Cc2ccccc2)c(=O)[nH]c1=O	3%
CCc1noc(C)c1C(=O)Nc1nc(-c2ccc(NC(C)=O)cc2)cs1	2%
O=C(OCC(=O)N1CCC(Cc2ccccc2)CC1)c1cc(Cl)ccc1O	-6%
COCCN(C(=O)COC(=O)CCOc1cccc(C)c1)c1c(N)n(Cc2ccccc2)c(=O)[nH]c1=O	0%
COC(=O)c1ccsc1NC(=O)CCS(=O)(=O)c1ccc(Cl)cc1	4%
Cc1ccc(S(=O)(=O)N2CC(C(=O)O)=CC[C@H]2c2ccc(Cl)cc2)cc1	1%
CN(C(=O)CSc1nnc(-c2ccccc2F)o1)c1ccccc1	9%
Cn1c(-c2ccc(C(F)(F)F)cc2)cc2onc(-c3ccccc3)c2c1=O	-19%
Cc1cc(C(=O)CCC(=O)Nc2ncccc2O)c(C)s1	-4%
COC(=O)c1ccc(NS(=O)(=O)c2cc3c4c(c2)C(C)C(=O)N4CCC3)cc1 (stereo not given)	3%

# Other entries
Molecule	PhoP inhibition
CS(=O)(=O)c1ccc(Cl)c(NC(=O)c2cc(=O)[nH]c3ccc(S(=O)(=O)N4CCOCC4)cc23)c1	-1%
Cc1ccc(NC(=O)c2ccc(S(=O)(=O)N3CCCCCC3)cc2)nc1	-3%
C#CCOCCOCCOCCNc1nc(N2CCN(C(=O)CCCCCCCCCCNC(=O)[C@H]([C@@H](C)CC)n3cc(CCCCN=C(N)N)nn3)CC2)nc(N2CCN(C(=O)CCCCCCCCCCNC(=O)[C@H]([C@@H](C)CC)n3cc(CCCCN=C(N)N)nn3)CC2)n1	79µM*
Cc1ccc(OCCC(=O)OCC(=O)NCc2ccccc2)cc1	2%
COc1ccc2nc(N3CCN(C(=O)C4COc5ccccc5O4)CC3)sc2c1 (stereo not given)	-6%
CCCCc1nnc(NC(=O)c2oc3ccc(OC)cc3c2C)s1	-4%
Cc1ccc(N2CC(C(=O)OCC(=O)c3ccc(C)c([N+](=O)[O-])c3)CC2=O)cc1 (stereo not given)	-4%
Cn1nc(-c2ccccc2)nc1-c1ccccc1	-8%
CC1Cc2ccccc2N1C(=O)COC(=O)Cc1ccc(F)cc1 (stereo not given)	-2%
Cc1cc(SCC(=O)OCC(=O)N(C)C2CCS(=O)(=O)C2)c(C)cc1Br (stereo not given)	3%

# The list continues:
Molecule	PhoP inhibition
CCN(CC(=O)Nc1c(F)cccc1F)C(=O)Cc1csc(-c2ccccc2)n1	-9%
COc1ccc2c(c1)OC[C@H]1[C@H]2N2C(=O)c3cc(Cl)ccc3NC(=O)[C@@]2(C)[C@H]1c1ccccc1	6%
Cc1cc(=O)[nH]c2nnc(SCC(=O)N3CC(C)OC(C)C3)n12 (stereo not given)	4%
COc1ccc(N2CCN(S(=O)(=O)c3c[nH]c(=O)[nH]c3=O)CC2)cc1	-3%
Cc1sc2ncnc(N3CCC(C(=O)Nc4ccc(C#N)cc4)CC3)c2c1C	-8%
CC(C)(NC(=O)NC(CO)c1ccccc1)c1cccc(C(C)(C)NC(=O)NC(CO)c2ccccc2)c1 (stereo not given)	-1%
COc1ccc(CNC(=O)C(=O)NCC2CCCN2S(=O)(=O)c2ccccc2)cc1 (stereo not given)	-1%
CC(C)CN(C(=O)CCC(=O)OC(C)C(=O)Nc1cccc(C#N)c1)c1c(N)n(CC(C)C)c(=O)[nH]c1=O (stereo not given)	-4%
CCN(CC)c1ccc(S(=O)(=O)N2CCOCC2)cc1NC(=O)COC(=O)c1cccnc1SC	9%
O=C(c1cccc(-n2cccc2)c1)N1CCN(S(=O)(=O)c2ccccc2)CC1	3%

# The list continues.
Molecule	PhoP inhibition
CCc1ccc(C(=O)OCC(=O)N(CCOC)c2c(N)n(Cc3ccccc3)c(=O)[nH]c2=O)cc1	-2%
CN(C)C(=O)c1ccc(NC(=O)COC(=O)C2CCN(S(=O)(=O)c3ccc4c(c3)OCCO4)CC2)cc1	2%
Cc1ccc(S(=O)(=O)N2CCCC2CNC(=O)C(=O)Nc2ccc(F)cc2)cc1 (stereo not given)	-1%
Cc1ccsc1C(=O)NNC(=O)COc1ccccc1Cl	2%
CCOc1ccc(CCNC(=O)COC(=O)c2sccc2C)cc1OCC	1%
CCN(CC(=O)Nc1ccccc1C(F)(F)F)C(=O)CN1C(=O)NC2(CCCC2)C1=O	-2%
COc1ccc(NS(=O)(=O)c2cccc(C(=O)NNC(=O)c3ccc(Br)o3)c2)cc1	1%
CC(C)CCN(C(=O)c1ccc(N2CCCC2=O)cc1)c1c(N)n(Cc2ccccc2)c(=O)[nH]c1=O	-4%
O=C(NCc1ccccc1F)C1CC(=O)N(c2ccc3c(c2)OCCO3)C1 (stereo not given)	-3%
Cc1ccc(NS(=O)(=O)c2cccc(C(=O)NNC(=O)c3ccco3)c2)c(C)c1	6%

# (more compounds)
Molecule	PhoP inhibition
COc1ccc2oc(C(=O)OCC(=O)Nc3ccc(OC)c(S(N)(=O)=O)c3)c(C)c2c1	-1%
CN(C)S(=O)(=O)c1cccc(NC(=O)CCc2nc3cc(S(=O)(=O)N4CCOCC4)ccc3n2C)c1	-9%
CC(OC(=O)c1ccccc1C(=O)N(C)c1ccccc1)C(=O)Nc1ccccc1[N+](=O)[O-] (stereo not given)	6%
COc1cccc(CNC(=O)C(=O)NCC2CCCN2S(=O)(=O)c2cc(C)ccc2C)c1 (stereo not given)	1%
Cc1cc(Br)ccc1NC(=O)c1ccc(-n2cncn2)c([N+](=O)[O-])c1	2%
Cc1ccnc(NC(=O)CNC(=O)c2ccccc2)c1	10%
COc1cccc(C(=O)NCCS(=O)(=O)NCCc2ccc(OC)c(OC)c2)c1	-5%
CCOc1ccc(OCCC(=O)OCC(=O)Nc2ccc(Cl)cn2)cc1	-7%
COc1ccc(C(=O)NCCS(=O)(=O)N2CCOCC2)cc1	4%
COCCn1c(C)cc(C(=O)COC(=O)c2ccc(Cl)c(S(N)(=O)=O)c2)c1C	1%

# New compounds follow:
Molecule	PhoP inhibition
CN(CC(=O)Nc1ccccc1C(F)(F)F)C(=O)C1CCN(C(=O)c2ccc(Cl)cc2)CC1	1%
CSc1ccccc1NC(=O)C(C)N1C(=O)c2ccccc2S1(=O)=O (stereo not given)	-5%
O=C(COC(=O)C1CCN(c2ccc(C(F)(F)F)cn2)CC1)Nc1cccc(F)c1	4%
CC(C)CN1C(=O)C(=O)N(CC(=O)c2ccc[nH]2)C1=O	-2%
N#CC1(NC(=O)COC(=O)c2nc(Cl)ccc2Cl)CCCCC1	7%
CCN1CCN(S(=O)(=O)c2ccc(Cl)c(C(=O)Nc3nnc(C)s3)c2)CC1	-11%
Cc1ccc(S(=O)(=O)N2CCOCC2)cc1NC(=O)C(c1ccc(Cl)cc1)C(C)C (stereo not given)	-6%
CCOC(=O)Cc1csc(SCC(=O)Nc2nccs2)n1	-3%
O=C(CN1C(=O)c2ccc([N+](=O)[O-])cc2C1=O)Nc1cc(S(=O)(=O)N2CCOCC2)ccc1Cl	-4%
O=C(Nc1ccncc1)c1cccc(S(=O)(=O)N2CCOCC2)c1	7%
CCCCCC(=O)Nc1ccc(C(=O)COC(=O)c2ccccn2)cc1	-2%
CN(CC(=O)NC(=O)NCc1ccccc1)CC(=O)Nc1ccc(Cl)c(C(F)(F)F)c1	-8%
Cn1c(SCC(=O)NCCc2ccccc2)ncc(C(=O)Nc2ccc(F)cc2)c1=O	-9%
